Bioassay records (PubChem BioAssay)
influenza NS1A: H1N1 influenza NS1A inhibitors, functional cell based assay (AID 504329); NS1A functional cell-based assay, percent inhibition; higher % means a stronger effect; inhibition, % at 12.5 µM; hits with a dose series show IC50 in µM; hit rate 0.3% among 340,000; in the data active means a potency from the dose series; inconclusive means inhibition above about 27% without an active follow-up result; further: strong numbers were not always called active
VEEV TC-83 Vero: inhibitors of VEEV TC-83 cytopathic effect, confirmation, Vero cells (AID 588727) | Vero cells, VEEV TC-83 cytopathic effect inhibition; higher % means a stronger effect | one-dose inhibition, % at 20 µM; IC50 in µM for titrated hits | hit rate 0.13% among 350,000; in the data active means a potency from the dose series; inconclusive means inhibition mostly from about 14% at the one dose, without a potency; inactive means the rest, 99 in 100 with inhibition below about 12%; further: strong numbers were not always called active
M. tuberculosis HTS: M. tuberculosis growth inhibition, HTS (AID 449762); inhibition, % at 25 µM, or IC50 in µM where a hit was titrated; M. tuberculosis H37Rv growth inhibition, 7H9 media; higher % means a stronger effect; hit rate 0.59% among 330,000; in the data active means a potency from the dose series; inconclusive means inhibition above about 70% without an active follow-up result;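 further: bacterial growth assessed after seven days of incubation; strong numbers were not always called active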
Salmonella PhoP GFP: PhoP regulon inhibitors, Salmonella typhi PhoP promoter GFP reporter, confirmatory (AID 1850) | Salmonella Typhi PhoP-promoter GFP reporter, fluorescence, 4 h; higher % means a stronger effect | inhibition, % at 50 µM; hits with a dose series show IC50 in µM | hit rate 0.33% among 310,000; in the data active means a potency from the dose series; inconclusive means inhibition mostly from about 25% at the one dose, without a potency; inactive means the rest, 99 in 100 with inhibition below about 19%;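 further: 0% = induced wells with vehicle and 100% = uninduced wells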
M. tuberculosis: growth inhibition of non-replicating M. tuberculosis (AID 488890) | hit rate 0.39% among 320,000 | inhibition, % at 25 µM; hits with a dose series show IC50 in µM | Mycobacterium tuberculosis non-replicating, growth inhibition; higher % means a stronger effect; in the data active means a potency from the dose series; inconclusive means inhibition mostly from about 82% at the one dose, without a potency; inactive means the rest, 99 in 100 with inhibition below about 76%;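 further: plate controls were DMSO cells for no effect and high antibiotic wells for full effect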
VEEV TC-83 Vero 10K pilot screen: further read-out of VEEV TC-83 Vero, marked with its call; inhibition, %; measured here: 10K pilot screen inhibition
An asterisk follows results filed as active; i = inactive; ? = inconclusive; / = no result given.

The first 2 entries as a preview:
SMILES	influenza NS1A	VEEV TC-83 Vero	M. tuberculosis HTS	Salmonella PhoP GFP	M. tuberculosis	others
Nc1ccc2nc(C3CCCCC3)[nH]c2c1	5%	i	-1%	0%	-15%
Cc1cc(=O)[nH]c(NN=Cc2c(Cl)cccc2Cl)n1	2%	10%	/	/	/

Main list (from the top)
SMILES	influenza NS1A	VEEV TC-83 Vero	M. tuberculosis HTS	Salmonella PhoP GFP	M. tuberculosis	others
Nc1ccc2nc(C3CCCCC3)[nH]c2c1	5%	i	-1%	0%	-15%
Cc1cc(=O)[nH]c(NN=Cc2c(Cl)cccc2Cl)n1	2%	10%	/	/	/
Cc1ccc(-c2cc(C(=O)NCCN3CCOCC3)c3ccccc3n2)o1	-11%	1.9%	-14%	-9%	-8%
Cc1nnc2sc(-c3ccncc3)nn12	0%	3.1%	-3%	-14%	-6%
Cc1csc(SCC(=O)Nc2nnc(C)s2)n1	5%	2.1%	-5%	11%	15%
COc1ccccc1C(=O)C(=O)c1ccccc1OC	-4%	1.6%	/	/	/
Cc1cc2c(cc1S(=O)(=O)NCCc1ccccc1)NC(=O)CO2	-6%	3.2%	3%	13%	1%
CC1(C)Cc2sc3c(=O)[nH]c(=S)[nH]c3c2CO1	-13%	4.5%	0%	3%	-5%
Cc1c(Cl)cccc1-n1c(SCC(=O)N(C)Cc2ccccc2)nnc1-c1ccncc1	-13%	3.0%	-24%	7%	22%
Cc1ccc(CNC(=O)CNC(=O)c2ccc(Br)o2)cc1	-6%	i	4%	2%	9%
CN(C)c1ccc(Nc2nc(N)c3ccccc3n2)cc1	18%	i	15%	31µM*	20%
CN(C)CCCN(C(=O)CCSc1ccccc1)c1nc2cc3c(cc2s1)OCO3	16%	10.0%	-3%	21%	78%
CSc1ncccc1C(=O)NCCc1ccccc1	-3%	4.2%	-4%	-4%	-2%
COc1ccc(CNC(=O)c2cc(=O)c3cc(C)ccc3o2)cc1	-2%	0.4%	-1%	10%	-6%
COc1ccc(-n2c(=S)[nH]c3cc(C(=O)NC4CCCCC4)ccc3c2=O)c(OC)c1	0%	i	-8%	-2%	-11%
Cc1ccc(C(=O)OCC(=O)NC2CCS(=O)(=O)C2)c(C)c1 (configuration not stated)	-5%	2.9%	-3%	/	-2%
C/C(=N\Nc1nc2ccccc2[nH]1)c1ccccn1	?	8.7%	?	11%	/
COc1ccc(-c2cc(-c3ccccc3)nc(N)n2)c(O)c1	-13%	8.4%	/	/	/
O=C(NCC1CCCCC1)c1ccco1	-8%	0.1%	-3%	4%	2.2µM*
Cn1c(C(=O)N2CCN(c3ccccc3)CC2)cc2cc(Cl)ccc21	-8%	1.6%	4%	-3%	2%
CC(C)NC(=O)CCCC(=O)NC(C)C	8%	0.9%	-3%	2%	-9%
Cc1[nH]c(=S)c(C#N)c(C)c1C(=O)Nc1ccccc1	-8%	i	-5%	-4%	-7%
O=S(=O)(NCC1CCCO1)c1ccc(Cl)c(C(F)(F)F)c1 (configuration not stated)	1%	i	-5%	-1%	39%
Cc1nnsc1-c1onc(C)c1C(=O)Nc1cc(Cl)cc(Cl)c1	2%	0.5%	-7%	-4%	-17%
COC(=O)c1ccc(-c2nc3ccc(C)cc3o2)cc1	6%	11%	-1%	-9%	7%

Copied from above, 17 compounds:
SMILES	influenza NS1A	VEEV TC-83 Vero	M. tuberculosis HTS	Salmonella PhoP GFP	M. tuberculosis	others
Cc1cc(=O)[nH]c(NN=Cc2c(Cl)cccc2Cl)n1	2%	10%	/	/	/
Cc1ccc(-c2cc(C(=O)NCCN3CCOCC3)c3ccccc3n2)o1	-11%	1.9%	-14%	-9%	-8%
Cc1nnc2sc(-c3ccncc3)nn12	0%	3.1%	-3%	-14%	-6%
Cc1csc(SCC(=O)Nc2nnc(C)s2)n1	5%	2.1%	-5%	11%	15%
COc1ccccc1C(=O)C(=O)c1ccccc1OC	-4%	1.6%	/	/	/
Cc1cc2c(cc1S(=O)(=O)NCCc1ccccc1)NC(=O)CO2	-6%	3.2%	3%	13%	1%
CC1(C)Cc2sc3c(=O)[nH]c(=S)[nH]c3c2CO1	-13%	4.5%	0%	3%	-5%
Cc1c(Cl)cccc1-n1c(SCC(=O)N(C)Cc2ccccc2)nnc1-c1ccncc1	-13%	3.0%	-24%	7%	22%
Cc1ccc(CNC(=O)CNC(=O)c2ccc(Br)o2)cc1	-6%	i	4%	2%	9%
CN(C)c1ccc(Nc2nc(N)c3ccccc3n2)cc1	18%	i	15%	31µM*	20%
CN(C)CCCN(C(=O)CCSc1ccccc1)c1nc2cc3c(cc2s1)OCO3	16%	10.0%	-3%	21%	78%
CSc1ncccc1C(=O)NCCc1ccccc1	-3%	4.2%	-4%	-4%	-2%
COc1ccc(CNC(=O)c2cc(=O)c3cc(C)ccc3o2)cc1	-2%	0.4%	-1%	10%	-6%
COc1ccc(-n2c(=S)[nH]c3cc(C(=O)NC4CCCCC4)ccc3c2=O)c(OC)c1	0%	i	-8%	-2%	-11%
Cc1ccc(C(=O)OCC(=O)NC2CCS(=O)(=O)C2)c(C)c1 (configuration not stated)	-5%	2.9%	-3%	/	-2%
C/C(=N\Nc1nc2ccccc2[nH]1)c1ccccn1	?	8.7%	?	11%	/
COc1ccc(-c2cc(-c3ccccc3)nc(N)n2)c(O)c1	-13%	8.4%	/	/	/

Continued:
SMILES	influenza NS1A	VEEV TC-83 Vero	M. tuberculosis HTS	Salmonella PhoP GFP	M. tuberculosis	others
O=S(=O)(c1cnc[nH]1)N1CCCCCC1	0%	0.2%	-6%	-1%	-10%
O=C(CCSc1ccc(Cl)cc1)c1ccco1	3%	3.4%	?	5%	?
CCOC(=O)C1CCCN(C(=O)c2cnn3c(C(F)(F)F)cc(-c4ccccc4)nc23)C1 (configuration not stated)	-6%	0.5%	-2%	5%	14%
S=c1[nH]nc(-c2ccccn2)n1/N=C/c1cccc2ccccc12	20%	i	-2%	0%	-13%
Cc1[nH]n(C(N)=S)c(=O)c1C(c1ccccc1)C(C#N)C#N (configuration not stated)	-13%	0.7%	1%	-7%	-19%
CCS(=O)(=O)NC(C)C(c1cccs1)N1CCN(C)CC1 (configuration not stated)	-1%	2.4%	2%	-8%	9%
O=C1CC(=O)N(Cc2ccccc2)C(=O)N1Cc1ccccc1	-11%	i	/	/	/
Cc1sc2nc(C3CC3)nc(SCC(=O)NCc3ccco3)c2c1C	0%	1.6%	2%	-5%	-3%
N#CCCN(C(=O)COC(=O)c1cc(S(=O)(=O)N2CCOCC2)ccc1Cl)c1ccc(F)cc1	-3%	1.9%	-2%	6%	-2%
C=CCn1c(Cc2ccc(OC)cc2)nnc1SCC(N)=O	2%	2.3%	-3%	-15%	3%
COc1ccc(/C=C2\SC(=S)N(CC(=O)NC3CCS(=O)(=O)C3)C2=O)cc1 (configuration not stated)	5%	5.9%	-2%	-12%	-13%
O=C1CC(c2ccccc2)CC2=C1C=Nc1ccccc1N2 (configuration not stated)	-6%	6.3%	-10%	6%	-5%
Cc1csc(NC(=O)C2CC(=O)N(c3ccc4c(c3)OCCO4)C2)n1 (configuration not stated)	-11%	0.8%	-2%	/	17%
FC(F)(F)c1cnc(N/N=C/c2ccncc2)c(Cl)c1	1%	i	-9%	0%	16%
O=C(COC(=O)c1cccc(S(=O)(=O)N2CCCCCC2)c1)NCc1ccc(Cl)cc1	3%	i	/	/	/
COc1ccc(CCNCc2cccn2C)cc1	21%	0.7%	3%	10%	2%
Nc1c(Cl)c(Cl)nc(C(=O)N/N=C/c2cccnc2)c1Cl	/	7.2%	-5%	-1%	-13%
COc1cc(C(=O)N/N=C(\c2ccccc2)c2ccccn2)cc(OC)c1OC	8%	?	?	-7%	/
Cc1ccc(Nc2nc(N)nc(CSc3nnc(-c4ccncc4)o3)n2)cc1	1%	1.1%	-4%	2%	3%
O=C1COc2ccc(N3C(=O)C=CC3=O)cc2N1	/	/	0%	11%	-8%
Cc1oc2ccc(OCc3c(F)cccc3Cl)cc2c1C(=O)O	-13%	0.3%	14%	10%	41%
CN(C)C(=O)NC(O)C(Cl)Cl (configuration not stated)	/	/	-8%	14%	3%
CCc1noc(C)c1C(=O)NNC(=O)COc1ccc(C)cc1	-3%	1.0%	-3%	1%	-1%
CC(=NCCc1c(C)[nH]c2ccc(OCc3ccccc3)cc12)C1=C(O)CC(c2ccccc2)CC1=O (configuration not stated)	3%	7.3%	-3%	1%	22%
CC1(C)Cc2c(cnn2-c2cccc(F)c2)C(NC(=O)CCc2cnccn2)C1 (configuration not stated)	-2%	1.8%	1%	11%	1%

The results go on:
SMILES	influenza NS1A	VEEV TC-83 Vero	M. tuberculosis HTS	Salmonella PhoP GFP	M. tuberculosis	others
CC(=O)Oc1ccc2oc(/C=C/N(C)C)c([N+](=O)[O-])c2c1	6%	1.8%	-5%	7%	20%
CCOc1cccc(-c2nnc3sc(COc4ccc(C)cc4)nn23)c1	-3%	0.9%	4%	9%	7%
NC(=O)CSC1=Nc2ccccc2C2=NC(c3ccccc3)C(=O)N12 (configuration not stated)	-8%	i	4%	-4%	-18%
O=C(COc1ccccc1[N+](=O)[O-])N1CCN(C(=O)c2ccco2)CC1	9%	1.3%	0%	3%	-3%
CCOC(=O)NC(Nc1sc2c(c1C(=O)OC)CCN(C)C2)(C(F)(F)F)C(F)(F)F	3%	0.6%	7%	-13%	10%	VEEV TC-83 Vero 10K pilot screen=2.3
Nc1[nH]c(=O)ncc1F	-9%	0.8%	4%	6%	3%
CN(C(=O)c1cncc(Br)c1)c1c(N)n(Cc2ccccc2)c(=O)[nH]c1=O	-2%	2.4%	-6%	1%	-19%
O=C(NN=C1CCCCCC1)c1cccs1	98%	i	0%	4%	?
CSc1ccc(/C=N\NC(=O)CNc2ccc(C)cc2)cc1	9%	i	-11%	-11%	8%
Cc1cccc(NC(=O)C2CCCC2)c1	-2%	2.8%	2%	1%	18%
O=C(CSc1nncc(=O)[nH]1)Nc1cccc([N+](=O)[O-])c1	-2%	12%	52%	2%	59%
CCCCn1nnc(NC(=O)c2cc3ccccc3o2)n1	-6%	1.1%	?	-6%	?
CCc1c(C2(O)CCCCC2)[nH]c2c(C(=O)OC)cc(Cl)cc12	0%	1.6%	44%	-2%	-2%
Cc1ccnn1CC(=O)N/N=C/c1cccs1	21%	0.1%	-3%	-3%	20%
COc1ccc(C2NC(=O)NC(O)(C(F)(F)F)C2C(=O)c2ccccc2)cc1OC (configuration not stated)	-5%	i	0%	19%	-2%
CC(C)[C@H](NC(N)=O)C(=O)Nc1ccc2c(c1)CCC2	2%	1.9%	-11%	6%	-6%
COC(=O)C1=C(C)NC(=S)N(C(C)=O)C1c1ccccc1 (configuration not stated)	-2%	10%	-8%	0%	24%
Cc1ccc(C(CC(=O)N2CCCCC2)c2ccccc2)c(O)c1C (configuration not stated)	-10%	2.5%	2%	-1%	-7%
CCc1nc(SCc2ccc(Cl)cc2)n[nH]1	-6%	0.3%	9%	-6%	58%
N/C(=N\OC(=O)c1ccc2ccccc2c1)c1ccc(Br)cc1	2%	0.8%	5%	-1%	30%
COc1ccc(CNC(=O)C[C@H]2C[C@H](C(=O)N3CCOCC3)[C@@]3(C)c4[nH]c5ccc(Cl)cc5c4CCN3C2=O)cc1OC	-13%	i	/	/	/
COc1ccc(CCNC(=O)COC(=O)c2cc(OC)c(OC)cc2OC)cc1OC	4%	i	5%	-10%	8%
Cc1ccc(-c2csc(NC(=O)CN3CCOCC3)n2)cc1C	1%	2.1%	-3%	12%	-4%
O=C(CCC(=O)N1C[C@H]2C[C@@H](C1)c1cccc(=O)n1C2)NCc1ccccc1	-9%	1.0%	-1%	18%	-8%
Cc1cnc(C(=O)OCC(=O)Nc2ccc(Cl)cc2Cl)cn1	3%	i	-4%	-18%	23%	VEEV TC-83 Vero 10K pilot screen=0.3
O=C(/C=C/c1ccco1)NCc1ccccn1	2%	i	9%	0%	16%	VEEV TC-83 Vero 10K pilot screen=1.7

The order is random, and some 1.5% of all compounds hit somewhere here.
